Screening data (PubChem BioAssay)
Vif imaging: inhibitors of HIV Vif. hit rate 0.35% among 340,000. HEK293T cells, Vif self-association by quenched fluorescence, imaging, 24 h. AID 602346. inhibition, % at 7.49 µM; in the data active means inhibition above about 50%, passing the limit was not always enough; inconclusive means no clear call, values can overlap the other calls; inactive means below about 31%; further: some results filed as inactive read as strong as hits
ABCB6 inh MLPCN: human ABCB6 transporter inhibition. hit rate 0.19% among 360,000. Q9NP58. K562-ABCB6 porphyrin accumulation, flow cytometry, 1 h; stronger effect = lower value. fluorescence ratio to DMSO, % at 10 µM;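 active means fluorescence ratio to DMSO below 75%, the collection mean minus 3 SD; inconclusive means too few cells collected in the well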;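 further: signal is porphyrin accumulated inside mitochondria; 100% equals median channel fluorescence of DMSO control wells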
HTR2A ag: mouse HTR2A agonism via beta-arrestin recruitment; CHO-K1 mHTR2A beta-arrestin complementation, luminescence; percent of 30 µM serotonin response; activation, % at 7.6 µM; P35363; hit rate 0.66% among 360,000;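 active means activation above a run cutoff, the mean activation of all tested compounds plus 3 SD, cut at about 14% in these data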;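 further: 0% = plate median of compound wells and 100% = 30 µM serotonin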
Target sequence (P35363 whole entry, looked up): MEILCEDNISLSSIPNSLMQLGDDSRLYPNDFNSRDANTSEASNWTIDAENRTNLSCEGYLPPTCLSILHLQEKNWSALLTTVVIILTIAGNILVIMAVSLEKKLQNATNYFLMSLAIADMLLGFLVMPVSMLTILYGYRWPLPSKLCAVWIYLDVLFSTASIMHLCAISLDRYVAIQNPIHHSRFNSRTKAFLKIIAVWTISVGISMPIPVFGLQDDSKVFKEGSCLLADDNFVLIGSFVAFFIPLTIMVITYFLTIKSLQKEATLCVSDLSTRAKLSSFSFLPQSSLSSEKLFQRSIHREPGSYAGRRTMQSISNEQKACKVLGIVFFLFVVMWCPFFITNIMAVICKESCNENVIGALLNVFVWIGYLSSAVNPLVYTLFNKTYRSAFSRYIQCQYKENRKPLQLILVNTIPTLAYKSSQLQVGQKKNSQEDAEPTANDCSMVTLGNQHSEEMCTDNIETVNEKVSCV
CaV13 FRET inh: Primary screen for inhibitors of IQ motif and Ca2+-dependent inactivation inhibitor domain binding in CACNA1D, Förster resonance energy transfer in living cells, …. hit rate 0.098% among 340,000. inhibition, % at 12.3 µM. HEK cells, CFP/YFP FRET ICDI-IQ, plate reader, 10 min; percent FRET-ratio fall versus neutral wells;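 active means mean replicate inhibition of at least 30% and at least 1% of replicates passing that level; inconclusive means only one of the two criteria is met; inactive means neither criterion is met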;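 further: 0% = median of the neutral control wells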
aDG glyco act: increases alpha dystroglycan glycosylation; hit rate 0.22% among 360,000; activation, % at 10 µM; Pro5-aDG cells, alpha-DG glycosylation AlphaScreen (IIH6); 0% Pro5, 100% B10-LARGE cell signal;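 active means activation of at least 8% versus controls, or a plate z-score of at least 8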;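 further: Pro5 are CHO cells carrying HIG-tagged alpha-DG that lacks glycosylation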
N-glyco inh: N-linked glycosylation inhibition | D54 ERlucT glycosylation luciferase reporter, 24 h; percent of 100 nM tunicamycin response | hit rate 0.23% among 360,000 | reporter increase, % at 12.5 µM;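 active means mean luciferase reporter signal, scaled so untreated is 0 and the glycosylation-blocking control 100, at or above a set limit in every replicate; inconclusive means mean reaches the limit but not every replicate does; inactive means mean below the limit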;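 further: luciferase carries N-glycosylation sites so blocking glycosylation raises the light; 0% = median of neutral control wells and 100% = median of 100 nM tunicamycin wells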
PDI turbidity: blocks human protein disulfide isomerase activity; PDI insulin aggregation turbidity, A650, 90 min; inhibition, % at 10 µM; hit rate 0.052% among 350,000;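 active means mean inhibition across replicates of 30% or more, whatever share of single replicates reach that level; inconclusive means mean inhibition below 30% while every single replicate reaches 30%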;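 further: absorbance from insulin aggregation driven by PDI reduction with DTT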
Target sequence (P07237 whole entry, looked up): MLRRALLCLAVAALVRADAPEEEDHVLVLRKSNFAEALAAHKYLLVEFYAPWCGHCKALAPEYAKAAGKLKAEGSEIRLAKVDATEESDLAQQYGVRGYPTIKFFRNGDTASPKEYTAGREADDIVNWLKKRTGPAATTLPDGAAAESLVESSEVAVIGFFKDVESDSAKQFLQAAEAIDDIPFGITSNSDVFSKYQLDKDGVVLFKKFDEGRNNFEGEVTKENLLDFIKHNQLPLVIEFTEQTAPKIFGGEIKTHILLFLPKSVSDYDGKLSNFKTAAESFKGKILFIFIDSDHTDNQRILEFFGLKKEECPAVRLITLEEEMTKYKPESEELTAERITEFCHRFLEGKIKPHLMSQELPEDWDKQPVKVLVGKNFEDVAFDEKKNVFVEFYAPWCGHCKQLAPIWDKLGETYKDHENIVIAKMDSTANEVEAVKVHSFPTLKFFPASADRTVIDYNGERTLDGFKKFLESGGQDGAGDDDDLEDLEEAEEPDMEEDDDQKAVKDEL
iPSC survival up: enhancers of human iPSC single-cell survival; hiPSC single-cell survival, ATPlite luminescence; 100% = ROCK inhibitor wells, 0% = DMSO; survival enhancement, % at 20 µM; hit rate 0.044% among 360,000; AID 602274; in the data active means survival enhancement above about 18%;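 further: cells exposed to compounds for 16 hours before the ATP read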
H9c2 protect: modulators protecting cardiomyocytes from myocardial damage | H9c2 cardiomyocytes, H2O2 injury protection, ATPLite, 2 h | protection from H2O2 cell death, % at 20 µM | hit rate 0.63% among 360,000;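 active means compounds giving at least 50% protection of heart cells from peroxide-induced death in the single-dose screen, raw or plate-pattern-corrected value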;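 further: 0% = DMSO wells with peroxide and 100% = DMSO wells without peroxide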
Granule exo inh: lytic granule exocytosis inhibition; TALL-104 LAMP-1 surface exposure, flow cytometry; cells stimulated with thapsigargin and PMA; AID 651702; inhibition, % at 10 µM; hit rate 0.66% among 360,000;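 active means inhibition above about 55%, limit read from the data; inconclusive means no clear call, values can overlap the other calls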
An asterisk follows results filed as active; u = inconclusive; x = not tested or not shown.

SMILES	Vif imaging	ABCB6 inh MLPCN	HTR2A ag	CaV13 FRET inh	aDG glyco act	N-glyco inh	PDI turbidity	iPSC survival up	H9c2 protect	Granule exo inh
Cc1ccc(-c2nnc(Nc3ccc(CC(N)=O)cc3)c3ccccc23)cc1S(=O)(=O)NCC1CCCO1 (centres undefined)	7	103	-2	-2	-0.1	-4	-4	0.2	7	0
Cc1ccc(S(=O)(=O)NCCC(=O)Nc2ccc(Cl)c(Cl)c2)cc1C	-15	101	4	-5	1.2	2	0	-1.7	-15	18
COc1ccc(/C=N/NC(=O)c2ccc(Br)cc2)cc1CN1CCOCC1	-17	97	-4	-2	-0.1	-2	2	-0.4	7	6
Cc1ccc(Nc2nc3ccccc3[nH]2)nc1	-8	93	-9	-6	0.6	4	14	-4.4	-1	-4
N/C(=N\OC(=O)c1ccc(Cl)cc1Cl)c1ccccc1	11	99	5	-5	-0.2	-21	-2	-4.5	-18	23
COc1cccc(NS(=O)(=O)CC23CCC(CC2=O)C3(C)C)c1 (centres undefined)	x	97	11	-5	0.1	1	-5	0.2	-5	0
CC(=O)c1cccc(NC(=O)CN2CCN(S(=O)(=O)/C=C/c3ccccc3)CC2)c1	-1	99	2	-5	0.2	-1	-8	-0.1	11	1
O=C(CCCN1C(=O)c2ccccc2C1=O)N1CCc2ccccc2C1	12	96	-4	-4	0.0	0	-1	3.6	5	-6
O=[N+]([O-])c1cc([N+](=O)[O-])c(Oc2c(F)cccc2F)cc1NN1CCCCC1	-3	100	2	-5	0.3	2	3	-2.4	-10	78*
CCOC(=O)c1cnc2cc(-c3ccc(Br)cc3)nn2c1C	5	98	-2	-3	0.0	1	5	0.4	-9	-5
CCOC(=O)N1CCN(C(=O)COc2ccc3c(c2)C(=O)CC2(CCN(C(C)=O)CC2)O3)CC1	-4	105	1	-7	0.1	-1	8	0.3	6	2
CCC(=O)N1CCc2cc(-c3csc(NC(=O)c4ccco4)n3)ccc21	-1	91	-1	-2	0.0	-1	4	0.1	16	4
CCC(C)c1ccc(NS(=O)(=O)c2c(C)[nH]c(=O)[nH]c2=O)cc1 (centres undefined)	-2	95	-11	-20	0.0	4	-3	0.0	4	8
CCc1sc(C(=O)Nc2cccnc2)cc1Br	-5	98	7	x	0.0	-1	0	-0.3	2	-4
CN(C)C(=S)N=c1ssc(=S)n1Cc1cccnc1	7	177	-21	-4	0.0	9	-14	0.9	12	0
Cc1cc(C)nc(SCc2cn3cc(Cl)ccc3n2)n1	0	107	-1	-4	0.0	0	-2	1.4	5	-1
COc1ccc(-c2nn(-c3ccccc3)cc2/C=N/NC(=O)c2cccc(S(=O)(=O)Nc3ccccc3OC)c2)cc1	11	94	7	-17	-0.5	6	1	-1.5	15	2
CC(C)c1ccccc1OCCNC(=O)c1cncc(Br)c1	-8	91	0	-1	0.8	-2	-3	-0.5	-11	2
COc1ccc(CCNC(=O)c2ccncc2)cc1OC	6	100	-3	-1	-0.4	-1	-2	2.3	-4	-1
CC(C)Oc1cc(F)ccc1-c1cc(C(=O)NCCc2ccncc2)[nH]n1	3	92	-5	-10	0.9	-1	-4	1.0	4	-9
Cc1cc(-c2csc(NC(=O)c3cccc(S(=O)(=O)N(C)C)c3)n2)c(C)n1-c1ccccc1	7	102	0	-6	11*	-1	-14	0.7	4	0
O=C(Nc1ccc(F)cc1F)c1ccccc1NC(=O)C1CC=CCC1C(=O)O (centres undefined)	-4	93	-1	x	-0.2	0	28	-0.3	2	0
O=C(NCCNC(=O)c1ccccn1)c1ccc(Cl)cc1	-10	103	-4	-4	-0.1	0	-11	-0.3	-1	-3
Cc1noc(NC(=O)c2c(-c3c(Cl)cccc3Cl)noc2C)c1[N+](=O)[O-]	-2	95	-3	-1	0.2	0	2	0.0	-5	5
O=c1[nH]c(=O)c2[nH]c(=S)[nH]c2[nH]1	-2	104	7	-6	0.0	0	4	-1.0	-2	-3

(listing goes on)
SMILES	Vif imaging	ABCB6 inh MLPCN	HTR2A ag	CaV13 FRET inh	aDG glyco act	N-glyco inh	PDI turbidity	iPSC survival up	H9c2 protect	Granule exo inh
CN(C)C(/C=C/Nc1ccccc1F)=C(C#N)C#N	-2	95	-4	-6	0.1	2	-1	1.9	4	13
Oc1ccccc1-c1n[nH]c(=S)n1Cc1ccco1	6	101	-3	-9	3.7	1	7	-1.1	-7	-1
COc1ncnc2c1ncn2CCCN[C@H](C)c1cccc2ccccc12	0	103	-5	-2	0.2	3	3	0.1	19	-2
COc1ccc(OC)c(S(=O)(=O)Nc2ccc(CC(=O)O)cc2)c1	5	100	0	-7	-0.1	1	-2	3.1	2	7
CCCn1c(=O)c2sccc2n2c(CCCC(=O)NCc3ccco3)nnc12	11	108	10	-3	-0.1	1	6	-0.2	5	-4
O=C(Nc1cccc(Cl)c1)NC1CC2CCC(C1)N2Cc1ccco1 (centres undefined)	4	101	-14	-9	0.7	1	7	-1.4	-2	3
CCCCN(C)CCNS(=O)(=O)c1ccc2c(c1)n(C)c(=O)c(=O)n2C	x	105	-4	-8	-0.1	-1	11	-0.2	17	-1
CCOC(=O)C1CCN(C(=O)COc2ccc3c(C)cc(=O)oc3c2)CC1	2	94	-5	-6	0.2	0	10	0.2	2	0
CC(C)N(C(=O)C[n+]1ccsc1N)c1ccccc1	4	95	-2	-5	-0.3	3	-8	-2.5	10	3
O=C(CN1C(=O)NC2(CCCCCC2)C1=O)NCCc1ccccc1	39	100	-8	-2	-0.3	1	-2	0.6	-11	1
CC1=NN(C(=O)c2cccnc2)C(O)(C(F)(F)F)C1 (centres undefined)	16	104	4	-5	0.0	2	-4	-1.2	0	0
CC(C)(C)n1nnnc1C(c1ccccc1)N1CCN(c2ccc(C(F)(F)F)cn2)CC1 (centres undefined)	x	101	-6	-5	0.1	x	x	0.2	x	7
Cc1ccc2c(c1)=C(c1ccccc1)N(O)CC(=O)N=2	4	103	0	-18	0.0	-1	-6	0.8	-6	0
CN(CC(=O)NC1CCCc2ccccc21)S(=O)(=O)c1ccc2c(c1)c(=O)n(C)c(=O)n2C (centres undefined)	1	94	0	-6	0.1	1	6	-1.1	2	0
CCCCN(CC)CCCNC(=O)c1cn(C)c(=O)c2c1c1ccccc1n2C	-2	100	7	-3	0.2	0	-13	0.5	9	-5
CCn1c(C)nc2cc(C(=O)N/N=C(\C)c3ccc(OC)cc3O)ccc21	8	100	-3	-6	0.4	-8	2	-0.6	25	-6
COc1ccc(N2CCN(C(=O)C(CCSC)N=C3NS(=O)(=O)c4ccccc43)CC2)cc1 (centres undefined)	-5	92	2	-4	-0.2	0	16	-1.9	-1	-1
O=C(CN1CCCCC1)Nc1ccccc1	6	99	12	-4	-0.2	0	2	-1.8	0	2
CC(=O)c1ccccc1OCCOCCOc1ccccc1C(C)=O	-3	96	4	-2	0.8	-1	-1	-0.8	-6	0
Cc1cccn2c(=O)c(/C=C(\C#N)S(=O)(=O)c3ccccc3)c(Oc3ccc(Cl)cc3)nc12	u	99	12	-2	0.5	12	-8	-1.1	-12	0
O=C(NCC(=O)N1CCN(S(=O)(=O)c2ccccc2C(F)(F)F)CC1)c1sc2ccccc2c1Cl	-2	95	-8	-5	-0.1	-1	-4	-0.5	-6	-8
CSC(=S)N/N=C/c1c[nH]c2ccccc12	5	104	-5	-2	-0.4	3	0	-0.7	-5	-2
O=S(=O)(Nc1nc2ccccc2nc1NCC1CCCO1)c1cccc(Cl)c1 (centres undefined)	x	98	2	-5	-0.1	1	0	0.7	-5	-2
Cc1ccc(CNC(=O)CN(C)C2=NS(=O)(=O)c3ccccc32)cc1	-2	97	3	-6	0.0	-2	6	-0.2	-5	-2
CC1CC(=O)C2=C(C1)Nc1ccccc1N=C2 (centres undefined)	12	91	-1	-8	-0.2	-2	-11	-3.1	9	1

Fetched by structure from the entries so far:
SMILES	Vif imaging	ABCB6 inh MLPCN	HTR2A ag	CaV13 FRET inh	aDG glyco act	N-glyco inh	PDI turbidity	iPSC survival up	H9c2 protect	Granule exo inh
COc1ccc(/C=N/NC(=O)c2ccc(Br)cc2)cc1CN1CCOCC1	-17	97	-4	-2	-0.1	-2	2	-0.4	7	6
CC(C)N(C(=O)C[n+]1ccsc1N)c1ccccc1	4	95	-2	-5	-0.3	3	-8	-2.5	10	3

(continued)
SMILES	Vif imaging	ABCB6 inh MLPCN	HTR2A ag	CaV13 FRET inh	aDG glyco act	N-glyco inh	PDI turbidity	iPSC survival up	H9c2 protect	Granule exo inh
Cc1nonc1OCCN1CCN(c2ccc([N+](=O)[O-])cc2)CC1	1	102	-3	-3	0.2	0	4	-0.4	-3	4
O=C(Nc1ccc2ccccc2c1)c1cc(F)c(F)cc1Cl	1	102	0	-4	0.2	-10	-5	-0.5	-7	-3
Cc1nn(C(CC(=O)O)C(=O)O)c(C)c1Br (centres undefined)	1	96	-2	-10	-0.1	0	0	1.3	0	0
CCCC(=O)N1CCCC(C(=O)c2cccc(OC(C)C)c2)C1 (centres undefined)	0	98	-3	-2	0.2	-1	5	-0.5	2	-1
Cc1nnc(-c2ccccc2)c(=O)n1/N=C/c1c(O)ccc2ccccc12	35	114	0	x	0.6	-4	1	-1.7	42	53
CCOc1cccc(-c2nnc3sc(C4CCCCC4)nn23)c1	-19	96	2	-4	0.0	-4	-2	2.7	-14	4
COc1ccccc1CNC(=O)CN1C(=O)NC2(CCCc3ccccc32)C1=O (centres undefined)	-5	100	-3	-6	0.0	1	4	-0.1	2	1
COc1ccc([N+](=O)[O-])cc1NC(=O)C(C)OC(=O)c1ccccn1 (centres undefined)	1	100	2	1	0.3	0	-2	3.4	1	-4
CC(C)[C@H](NC(=O)OCc1ccccc1)C(=O)OCC(=O)Nc1ccc(N2CCOCC2)cc1	14	101	-1	-6	1.4	0	0	-0.3	3	-1
O=C1N=C(N2CCN(Cc3ccccc3)CC2)S/C1=C/c1cccs1	12	100	5	-5	0.2	-1	1	-0.1	-2	-1
O=C(Nc1cccc2cccnc12)c1cccc2ccccc12	4	98	-2	-9	0.0	1	-1	0.1	5	-4
Cc1cccc(-c2nnc(SCC(=O)O)n2Cc2ccccc2)c1	-9	101	0	0	-0.1	3	8	1.9	10	2
NNC(=O)c1ccc(Cn2cc(Br)cn2)o1	-7	97	-1	-4	-0.1	1	-6	-0.3	0	10
COC(=O)c1ccccc1S(=O)(=O)Oc1ccc(-c2ccc(C(=O)O)cc2)cc1	5	104	7	-4	-0.2	3	-6	0.0	1	5
CC(C)(C)NC(=O)C(c1ccccc1F)N(Cc1ccco1)C(=O)c1csnn1 (centres undefined)	0	100	0	-6	0.0	1	10	-2.2	2	-2
COc1ccc([C@H]2CC(=O)C=C(c3ccc4ncccc4c3)C2)cc1	15	105	2	-9	0.2	17	3	0.8	0	-11
Cc1ccc(Oc2nn[nH]n2)cc1	9	101	4	-8	-0.1	0	0	-1.1	-1	3
O=C(N/N=C/c1ccc(N2CCOCC2)cc1)c1cccs1	-4	105	0	-5	-0.1	-2	11	-2.0	-5	0
COc1cccc(C(=O)NCC(=O)n2nc(C)cc2C)c1	-66	106	-3	-7	0.2	1	-2	0.1	0	1
CCOc1ccc(C2NC(=O)c3ccccc3O2)cc1OCC (centres undefined)	-2	98	8	-19	0.1	4	3	0.7	11	-4
Cc1cc(C)c2cc(C#N)c(NCCNC(=O)c3ccccc3)nc2c1	x	x	9	-10	0.1	x	x	x	x	-8
